GCN5L2 inh = qHTS Assay for Inhibitors of GCN5L2; Histone acetyltransferase KAT2A (Homo sapiens), Q92830; GCN5L2 HAT assay, ThioGlo1 CoA-SH fluorescence; Potency, µM (highest dose often 58.9 µM), for inactives: top-dose activity change, negative = inhibition, hits mostly inhibitors; actives 0.21% (n = 390,000)
Target sequence (Q92830 whole entry, looked up): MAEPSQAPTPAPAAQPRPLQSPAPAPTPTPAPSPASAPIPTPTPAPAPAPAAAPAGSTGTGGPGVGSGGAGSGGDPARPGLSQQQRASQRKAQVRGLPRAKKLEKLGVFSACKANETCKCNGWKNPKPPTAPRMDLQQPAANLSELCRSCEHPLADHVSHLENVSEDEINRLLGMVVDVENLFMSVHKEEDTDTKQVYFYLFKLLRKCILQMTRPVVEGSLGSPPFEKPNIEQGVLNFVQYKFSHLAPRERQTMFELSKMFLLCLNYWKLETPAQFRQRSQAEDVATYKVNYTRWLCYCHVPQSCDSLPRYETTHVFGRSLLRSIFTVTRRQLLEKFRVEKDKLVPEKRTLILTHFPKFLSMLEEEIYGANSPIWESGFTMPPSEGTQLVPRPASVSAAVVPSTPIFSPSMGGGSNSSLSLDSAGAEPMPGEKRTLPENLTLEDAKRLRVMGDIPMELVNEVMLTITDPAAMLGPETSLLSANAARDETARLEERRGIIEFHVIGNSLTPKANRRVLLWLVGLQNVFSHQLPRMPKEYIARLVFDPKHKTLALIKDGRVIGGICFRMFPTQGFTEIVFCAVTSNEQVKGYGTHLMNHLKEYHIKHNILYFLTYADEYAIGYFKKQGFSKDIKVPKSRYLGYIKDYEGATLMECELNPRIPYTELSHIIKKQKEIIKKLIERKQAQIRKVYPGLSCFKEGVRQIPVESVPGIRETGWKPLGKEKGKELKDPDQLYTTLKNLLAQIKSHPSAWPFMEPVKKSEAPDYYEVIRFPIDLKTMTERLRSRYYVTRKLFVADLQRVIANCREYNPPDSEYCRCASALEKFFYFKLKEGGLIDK
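Free CoA generated was detected with ThioGlo1 (50uM) fluorescence at Ex340nm/Em540nm, read immediately and after 20 min at room temperature. Enzyme, 20 nM in HEPES pH 7.5 buffer, saw compounds 15 min before adding 75uM H3(1-25) peptide and 70uM acetyl-CoA.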
FEN1 inh = qHTS Assay for the Inhibitors of Human Flap endonuclease 1 (FEN1). P39748. Recombinant FEN1 flap cleavage, fluorescence, 15 min. Potency, µM (highest dose often 114 µM), without a hit: at the top dose activity change, negative = inhibition, actives largely listed as inhibitors. actives 0.35% (n = 390,000); also: nearly all actives have a fitted effect of over 65% in size
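FEN1 at 10 nM, compound pretreatment for 15 min (room temperature), 50 nM final substrate to initiate; endpoint reads at 0 and 15 min; DMSO-only plates used as vehicle background.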
TDP1 cell CPT = qHTS for Inhibitors of human tyrosyl-DNA phosphodiesterase 1 (TDP1): qHTS in cells in presence of CPT. chicken DT40 Tdp1-/-;hTDP1 cells + 20 nM CPT, ATP luminescence, 48 h. Potency, µM (highest dose often 46.2 µM), inactives show top-dose activity change, negative = growth inhibition, hits mostly inhibitors. actives 12% (n = 420,000); also: nearly all actives have a fitted effect of over 55% in size
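Chicken DT40 Tdp1-/- cells complemented with human TDP1, 400 cells/well, exposed to compounds plus 20 nM camptothecin for at least 48 h at 37 C; viability read as ATP content by CellTiter-Glo luminescence.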
An asterisk follows results filed as active; ? = inconclusive; . = no result given; & = joins results of further samples. Calls follow the shape of the dose curve; as a rule, active = well fitted curve in the direction sought with a large enough effect; inconclusive = small, poorly fitted or top-dose-only effect, or another doubt; inactive = no such curve, though single readings can be large; an effect the other way counts as inactive or inconclusive. % is scaled to controls: 0 for no effect and ±100 for the full control effect; potency is read from the fitted curve at half-maximal effect.

molecule | GCN5L2 inh | FEN1 inh | TDP1 cell CPT
COC(=O)c1ccc(C2/C(=C(\O)c3ccc4c(c3)OCCO4)C(=O)C(=O)N2c2nnc(C)s2)cc1 (stereo unspecified) | -7% | -17% | -4%
O=C(COc1ccc(Cl)cc1)NCCSc1ccccc1 | 0% | -18% | -28%
Cc1ccsc1C(=O)OCC(=O)N1CCN(c2ccccc2)CC1 | -9% | -16% | 2%
CCC(C(=O)Nc1cc(C)on1)c1ccccc1 (stereo unspecified) | 0% | -2% | 3%
COc1ccc(NC(=O)NCc2c(-n3cccc3)sc3c2CCCC3)c(OC)c1 | -6% | 16% | ?
Cc1cc2c(cc1S(=O)(=O)Nc1ccc(OC(F)(F)F)cc1)OCC(=O)N2 | -21%&-12% | -13%&-2% | ?
O=C(CCCN1C(=O)C2CC=CCC2C1=O)Nc1ccccc1Cl (stereo unspecified) | -5% | 15% | 0%
N#Cc1cn(OCc2ccccc2)c(=O)[nH]c1=O | 1% | -5% | 0%
CC(NCc1ccc(F)cc1)C(=O)Nc1cc(S(=O)(=O)N2CCCCC2)ccc1Cl (stereo unspecified) | 0% | 7% | ?
C=C1CCC2C(C)(C)[C@H](O)CC[C@@]2(C)[C@@H]1COc1cc(=O)oc2ccccc12 (stereo partly specified) | -8% | -12% | ?
O=C(Nc1nc2ccsc2c(=O)s1)c1ccc(F)cc1Cl | -10% | 1% | 2%
CCC(C)NCC(=O)Nc1ccc([N+](=O)[O-])cc1C(=O)Nc1ccccc1F (stereo unspecified) | -1% | 4% | -30%

Grouped by structure: those above with nitrogen in an aromatic ring
molecule | GCN5L2 inh | FEN1 inh | TDP1 cell CPT
COC(=O)c1ccc(C2/C(=C(\O)c3ccc4c(c3)OCCO4)C(=O)C(=O)N2c2nnc(C)s2)cc1 (stereo unspecified) | -7% | -17% | -4%
CCC(C(=O)Nc1cc(C)on1)c1ccccc1 (stereo unspecified) | 0% | -2% | 3%
COc1ccc(NC(=O)NCc2c(-n3cccc3)sc3c2CCCC3)c(OC)c1 | -6% | 16% | ?
N#Cc1cn(OCc2ccccc2)c(=O)[nH]c1=O | 1% | -5% | 0%
O=C(Nc1nc2ccsc2c(=O)s1)c1ccc(F)cc1Cl | -10% | 1% | 2%

Molecules shown so far that have a thiophene ring, fused or not:
molecule | GCN5L2 inh | FEN1 inh | TDP1 cell CPT
Cc1ccsc1C(=O)OCC(=O)N1CCN(c2ccccc2)CC1 | -9% | -16% | 2%
COc1ccc(NC(=O)NCc2c(-n3cccc3)sc3c2CCCC3)c(OC)c1 | -6% | 16% | ?
O=C(Nc1nc2ccsc2c(=O)s1)c1ccc(F)cc1Cl | -10% | 1% | 2%

Next part.
molecule | GCN5L2 inh | FEN1 inh | TDP1 cell CPT
O=c1c2[nH]c3ccc(F)cc3c2ncn1CCN1CCOCC1 | -1% | 1% | ?
O=C(NCCCCc1ccccc1)Nc1cccc(F)c1 | -29% | -3% | ?
O=C1CC(N2CCN(S(=O)(=O)c3ccccc3F)CC2)C(=O)N1c1ccc(F)cc1F (stereo unspecified) | 1% | -6% | -3%
O=C(c1ccc(Cl)c(S(=O)(=O)NCc2ccco2)c1)N1CCN(c2ccc(F)cc2)CC1 | -10% | 5% | 16µM*
C=CCn1c(-c2ccc3ncccc3c2)n[nH]c1=S | -6% | -15% | -9%
CCOC(=O)N1CCN(S(=O)(=O)c2ccc(C(=O)NNc3nc4ccc(Cl)cc4s3)cc2)CC1 | -17% | -13% | 21µM*
O=c1c(-c2ccc(Cl)cc2)[n+]([O-])c2ccccc2n1OCc1ccccn1 | -7% | -13% | -1%
CC[n+]1cc(C)ccc1/C=C/c1ccc(N(C)C)cc1 | -4% | -25% | 0.029µM*
CN(C)C(=S)N=c1ssc(=S)n1Cc1ccccc1 | . | -17% | 2.6µM*
Cn1c2ccccc2n2c(=O)c(=O)n(CC(=O)c3ccc(Cl)cc3)nc12 | -3% | -2% | -4%
O=C(NCC1CCCO1)c1cccc(NS(=O)(=O)c2ccc(Br)cc2)c1 (stereo unspecified) | -11% | 0% | -3%
O=C(CCN1CCCCC1)N1CCc2c([nH]c3ccccc23)C1c1cccnc1 (stereo unspecified) | . | 1% | -6%

Further compounds.
molecule | GCN5L2 inh | FEN1 inh | TDP1 cell CPT
Cn1c(SCC(=O)NNC(=O)c2ccccc2)nnc1C1CC1 | -2% | 4% | -5%
COc1ccc(-c2nn(-c3ccccc3)cc2/C=N/Nc2ccc3ccccc3n2)cc1OC | -13% | 2% | 3.3µM*
CCN(CC)S(=O)(=O)c1cccc(-c2n[nH]c(=S)n2/N=C/c2ccc(OC)cc2)c1 | -14% | -11% | 3%
NC(CSC12CC3CC(CC(C3)C1)C2)C(=O)O (stereo unspecified) | -2% | 4% | 4%
O=C(COc1ccc(Cl)cc1Br)NCC(c1ccco1)N1CCCC1 (stereo unspecified) | -12% | 7% | ?
CCN(CC)C(=O)c1cc2c(=O)n3ccccc3nc2s1 | -10% | -2% | -4%
C=CCn1c(SCc2ccccc2C#N)nnc1-c1ccccc1O | -2% | -8% | -18%
COc1cccc(-c2ccc3ncnc(N4CCNCC4)c3c2)c1 | -9% | . | ?
O=C(N/C(=C\c1cccc([N+](=O)[O-])c1)C(=O)N(CCO)CCO)c1ccco1 | -1% | -3% | -3%
O=C(NCCc1ccccc1)C(NS(=O)(=O)c1cccc2nsnc12)c1ccccc1 (stereo unspecified) | -1% | -2% | -29%
CC(C)(C)c1cc(C(=O)O)n[nH]1 | -3% | -15% | -24%
COc1ccc(-c2cn3c(C)c(C(=O)Nc4cc(C)cc(C)c4)sc3n2)cc1 | -1% | -4% | ?

3 entries from above, field by field.
molecule: Cn1c(SCC(=O)NNC(=O)c2ccccc2)nnc1C1CC1
  GCN5L2 inh: -2%; FEN1 inh: 4%; TDP1 cell CPT: -5%

molecule: COc1ccc(-c2nn(-c3ccccc3)cc2/C=N/Nc2ccc3ccccc3n2)cc1OC
  GCN5L2 inh: -13%; FEN1 inh: 2%; TDP1 cell CPT: 3.3µM*

molecule: CCN(CC)S(=O)(=O)c1cccc(-c2n[nH]c(=S)n2/N=C/c2ccc(OC)cc2)c1
  GCN5L2 inh: -14%; FEN1 inh: -11%; TDP1 cell CPT: 3%

Other results follow.
molecule | GCN5L2 inh | FEN1 inh | TDP1 cell CPT
O=C1NC(=Nc2ccc(Cl)cc2)SC1Cc1cccc(Cl)c1Cl (stereo unspecified) | -2% | -6% | ?
COc1ccccc1CC(=O)N1CCN(c2ccc(F)cc2)CC1 | . | 3% | 1%
Cc1c(C(=O)N2CCN(C)CC2)oc2ccc(Br)cc12 | -1% | -8% | -27%
Cn1cc(Br)c(C(=O)NC2CCCCC2)n1 | 3% | -2% | 20%
CCN(CC)c1ccc(C(=O)OCC(=O)Nc2cc(C)on2)cc1 | -9% | -13% | -11%
CC1(C)OC(=O)C=C[C@]2(C)[C@H]3CC[C@@]4(C)[C@H](c5ccoc5)OC(=O)[C@H]5O[C@]54[C@]3(C)C(=O)C[C@@H]12 | -11% | 4% | -11%
O=C(CN1C(=O)CCC1=O)Nc1nc(-c2nc3ccccc3s2)cs1 | -2% | 15% | 11%
CC(=O)c1ccc(S(=O)(=O)NCCC(=O)NC(C)c2ccncc2)cc1 (stereo unspecified) | -3% | 21% | -15%
COC(=O)c1sccc1NC(=O)CCC1CCCC1 | 2% | -17% | -28%
CCOc1ccc(S(=O)(=O)N2CCN(c3ccc(C)cc3C)CC2)cc1 | ? | 6% | ?
O=C1COc2ccc(C(=O)COC(=O)/C=C/c3ccco3)cc2N1 | 0% | -16% | -5%
CC1CCN(S(=O)(=O)c2cccc(C(=O)NNC(=O)c3ccco3)c2)CC1 | 2% | 0% | 5%

Additional entries follow:
Results follow in this order: GCN5L2 inh, FEN1 inh, TDP1 cell CPT
- COc1ccc(NS(=O)(=O)c2cnc[nH]2)cc1
  -5%, -2%, 0%
- CCOc1ccc(S(=O)(=O)N(C)c2ccc(OCC(=O)N3CCOCC3)cc2)cc1
  -2%, -2%, -22%
- CC1(C)Cc2c(c(-c3ccco3)[nH]c(=O)c2C#N)CS1
  -4%, 1%, ?
- CCC(C)NC(=O)C1CCC(CNS(=O)(=O)c2cccc3nsnc23)CC1 (stereo unspecified)
  -14%&2%, -16%&-12%, -5%&3%
- CC1=NNC(=O)C1Cc1ccccc1C (stereo unspecified)
  5%, 1%, 15%
- O=C(NCC1CCCO1)c1ccc2c(c1)N(Cc1ccccc1)C(=O)CS2=O (stereo unspecified)
  0%, -23%, 15µM*
- COc1cc(C2C(C(=O)c3ccco3)=C(O)C(=O)N2CC2CCCO2)ccc1O (stereo unspecified)
  -6%, 14%, -5%
- Cc1ccc(S(=O)(=O)NCC(=O)NCc2cc(=O)n(C)c(=O)n2C)cc1C
  -6%, 19%, -3%
- O=C(NCCCCCCNC(=O)c1cccs1)c1cccs1
  -2%, 7%, -15%
- CCOC(=O)c1cnc(-n2nc(C)cc2C)nc1NCCc1ccccc1
  -9%, -1%, 6.5µM*
- O=C(Nc1ccccc1Sc1ccccc1)c1ccccc1F
  ., -12%, -2%
- COc1ccccc1NC(=O)C1=C(C)Nc2nc(SCc3ccccc3F)nn2C1c1cccnc1 (stereo unspecified)
  -12%, -3%, 15µM*
- O=C(CCN1C(=O)c2ccccc2S1(=O)=O)N1CCN(c2ccc(F)cc2)CC1
  ?, -14%, -28%
- Cc1ccccc1-c1nn2c(=O)cc(CN3CCN(C(=O)/C=C/c4ccccc4)CC3)nc2s1
  -11%, 6%, 16µM*
- Cc1ccc(S(=O)(=O)NCCOc2nc(N(C)C)nc(N3CCOCC3)n2)cc1
  -13%, 0%, -7%
- CCn1cnc2cc([N+](=O)[O-])ccc21
  -3%, 12%, 21%
- Cn1c2ccccc2c(=O)c2cc(NCCCN3CCOCC3)ccc21
  ?, ?, ?
- Cc1nnc(C)n1-c1ccc(C(=O)Nc2cccc(Br)c2)cc1
  2%, 10%, ?
- Cc1cc(C)c(S(=O)(=O)Oc2ccccc2[N+](=O)[O-])c(C)c1
  ., 5%, 21µM*
- COCCSc1ccccc1C(=O)NCCCn1ccnc1
  -21%, -4%, -16%
- COC(=O)c1c(NC(=O)c2cc3ccccc3c(=O)o2)sc2c1CCCC2
  -5%, 0%, .
- CCCCSc1nc(C)c(CC(=O)OC)c(=O)[nH]1
  1%, -2%, -8%
- Cc1c(Cl)cccc1NC(=S)N1CCCN(Cc2ccc(F)cc2)C1
  -3%, 1%, ?
- COc1ccc(OCc2nc(-c3ccc(-n4cccc4)cc3)no2)cc1
  -6%, 17%, -17%
- COC(CNC(=O)CCc1c(C)nc2c(c(C)nn2-c2ccc(C)cc2)c1C)OC
  4%, 12%, ?
- COc1ccc(CCNC(=O)Cn2c(=O)n(-c3ccc(C)c(C)c3)c(=O)c3c(C)c(C)sc32)cc1OC
  -5%, ?, -25%
- O=C(NNC(=S)Nc1ccc(F)cc1)c1cccc([N+](=O)[O-])c1
  -4%, -19%, -8%
- CCOc1ccc(CC(=O)Nc2c(C(=O)c3ccccc3)oc3ccc(Cl)cc23)cc1OCC
  -8%, -13%, 2%
- COc1cccc(CN(C(=O)CN2C(=O)c3ccccc3S2(=O)=O)C(C(=O)NCC2CCCO2)c2ccco2)c1 (stereo unspecified)
  -2%, 13%, 14%
- COC(=O)c1c(SCC(=O)Nc2cc(F)ccc2F)[nH]c2ccc(C)cc2c1=O
  -1%, 13%, 8.2µM*

Continued:
Results follow in this order: GCN5L2 inh, FEN1 inh, TDP1 cell CPT
- O=C(NCc1cccs1)C1CC(c2ccccc2O)=NO1 (stereo unspecified)
  3%, -10%, 21µM*
- COc1ccc(N(CCCN2C(=O)c3cccc4cccc(c34)C2=O)C(=O)c2ccncc2)cc1
  -2%, -14%, 7%
- O=C(O)c1cc(-c2ccccn2)n[nH]1
  -7%, -14%, -2%
- Cc1c(NS(=O)(=O)c2cc(C(=O)N3CCCC(C)C3)ccc2Cl)c(=O)n(-c2ccccc2)n1C (stereo unspecified)
  -4%, 0%, -1%
- N#CCCCC#Cc1ccc2c(c1)COc1c3ccccc3nn1-2
  -8%, -19%, ?
- N/C(CN1CCSCC1)=N\OCc1c(F)cccc1Cl
  -6%, 10%, 5%
- Cc1cccc2c(C(=O)N3CCN(c4ccccn4)CC3)cc(-c3cccc(Br)c3)nc12
  -29%, -18%, ?
- Cc1cc(Nc2ccc(F)cc2F)nc(-n2nc(C)cc2C)n1
  0%, 2%, 2.9µM*
- C/C(=N\NC(=O)Cc1cccn1C)c1ccc2ccccc2c1
  ?, -10%, ?
- Cc1ccc(Cl)cc1NC(=O)COC(=O)CC1CCCCC1
  -11%, -12%, -5%

Not all compounds are listed; rates above refer to the full screens.
